From PubChem
SENP1 FRET inh = blocks the human SENP1 SUMO protease catalytic domain; Q9P0U3; recombinant SENP1 catalytic domain, CyPet-SUMO1-YPet FRET cleavage; inhibition, % at 10 µM; 360,000 compounds, 0.21% hits; AID 624204;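 active means inhibition at least 30% at 10 µM, raw YFP signal under a set limit, fluorescence ratio 0.5 to 1.5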;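 further: 0% = enzyme with DMSO and 100% = no enzyme wells; some results filed as inactive read as strong as hits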
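Assay system – human recombinant His6-tagged SENP1 catalytic domain enzyme · Input – SENP1 enzyme, 20 pM final · Buffer or medium – Tris pH 8 buffer plus EDTA, NaCl, BME, BSA, NP40, catalase · Schedule – 50 min reaction at room temperature · Technique – FRET read of cyan and yellow fluorescence · Control set – no-enzyme wells low, DMSO-plus-enzyme wells high control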
SENP8 block-1 = blocks human SENP8 cleavage of Nedd8 substrate. AID 602440. inhibition, % at 20 µM. recombinant SENP8, Nedd8 substrate fluorescence. Q96LD8. 360,000 compounds, 0.64% hits; in the data active means inhibition mostly above about 40%, no sharp cut-off; inactive means mostly below about 27%
Target sequence (Q96LD8 whole entry, looked up): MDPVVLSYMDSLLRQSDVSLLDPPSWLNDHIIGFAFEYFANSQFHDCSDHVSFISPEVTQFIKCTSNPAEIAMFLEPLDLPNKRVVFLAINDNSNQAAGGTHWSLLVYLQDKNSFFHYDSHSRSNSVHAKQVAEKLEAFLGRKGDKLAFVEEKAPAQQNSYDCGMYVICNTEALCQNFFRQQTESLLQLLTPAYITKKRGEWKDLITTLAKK
PfGluPho inh = PfG6PD (Plasmodium falciparum) enzyme inhibition; PfGluPho enzyme, NADPH resazurin-diaphorase fluorescence; inhibition, % at 20 µM; 350,000 compounds, 0.78% hits; AID 504690;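 active means inhibition reaching at least a set limit at 20 µM in the primary screen, cut at about 59% in these data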;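 further: 0% = DMSO wells with substrate and 100% = DMSO wells lacking glucose-6-phosphate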
Apaf-1 inh = human Apaf-1 inhibition | inhibition, % at 20 µM | 330,000 compounds, 0.71% hits | reconstituted apoptosome caspase-3 activity, DEVD-Rh110 fluorescence | AID 489030; active means inhibition of at least 40% at 20 µM;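 further: plate controls were DMSO wells for no effect and DEVD-CHO caspase inhibitor wells for full effect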
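detection = Rh110 fluorescence intensity | test system = biochemical Apaf-1 apoptosome reconstitution | also added = cytochrome c and DEVD-Rh110 substrate | schedule = 30 min plus 50 min, RT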
NLRP3 yeast inh = NALP3 inhibition in yeast. Yeast reconstituted NLRP3/ASC/caspase-1, beta-gal luminescence, 24 h. inhibition, % at 10 µM. 330,000 compounds, 0.39% hits. AID 2825;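 active means inhibition of 50% or more; inactive means inhibition below 50%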;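 further: plate controls were induced DMSO wells for no effect and uninduced yeast grown without galactose for full effect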
SENP8 block-2 = inhibitors of human SENP8 protease; Q96LD8; purified SENP8, Z-RLRGG-aminoluciferin cleavage, luminescence; inhibition, % at 10 µM; 330,000 compounds, 1.2% hits; AID 2540; in the data active means inhibition above about 50%
HKDC1 inh = blocks human hexokinase HKDC1 activity; recombinant HKDC1, G6PDH/diaphorase resazurin coupled fluorescence; 340,000 compounds, 0.16% hits; AID 493160; inhibition, % at 20 µM;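 active means inhibition above about 35% when tested at 20 µM, limit read from the data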;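 further: plate controls were DMSO wells with enzyme for no effect and DMSO wells lacking enzyme for full effect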
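Test system: recombinant HKDC1 (HK5) hexokinase enzyme, produced in-house / Doses: 20 µM test compound, 1% DMSO / Timing: 90 min, room temperature / Detection: G6PDH/diaphorase-coupled fluorescence, 1 mM NADP, 100 µM resazurin, 525/613 nm / Control set: DMSO wells with and without enzyme mix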
SENP6 block = blocks the human protease SENP6 | Recombinant SENP6 catalytic domain, aminoluciferin luminescence | inhibition, % at 10 µM | 330,000 compounds, 1.8% hits;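 active means inhibition above about 50% at the single tested dose, limit read from the data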;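 further: plate controls were DMSO wells with enzyme for no effect and DMSO wells lacking enzyme for full effect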
Target sequence (Q9GZR1 628-1112 limits assumed): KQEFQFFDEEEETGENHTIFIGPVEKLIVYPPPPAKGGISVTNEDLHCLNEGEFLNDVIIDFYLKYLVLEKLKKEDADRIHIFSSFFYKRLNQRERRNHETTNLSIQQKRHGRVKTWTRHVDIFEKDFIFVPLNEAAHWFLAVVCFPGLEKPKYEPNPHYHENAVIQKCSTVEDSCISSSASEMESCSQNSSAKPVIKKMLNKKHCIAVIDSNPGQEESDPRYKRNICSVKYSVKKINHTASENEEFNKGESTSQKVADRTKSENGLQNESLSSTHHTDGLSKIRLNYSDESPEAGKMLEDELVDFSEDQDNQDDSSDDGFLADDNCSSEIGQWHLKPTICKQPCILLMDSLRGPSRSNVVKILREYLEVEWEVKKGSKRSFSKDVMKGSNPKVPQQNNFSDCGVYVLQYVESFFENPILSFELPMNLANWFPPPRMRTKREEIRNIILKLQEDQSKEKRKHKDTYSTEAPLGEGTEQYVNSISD
SENP7 inh = blocks the human protease SENP7. recombinant SENP7, Z-RLRGG-aminoluciferin luminescence, 40 min. inhibition, % at 5 µM. 330,000 compounds, 1.5% hits. AID 434973;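 active means inhibition above about 50% at the single test dose, limit read from the data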;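 further: plate controls were DMSO with enzyme for no effect and no enzyme buffer wells for full effect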
Target sequence (Q9BQF6 706-1050 limits assumed): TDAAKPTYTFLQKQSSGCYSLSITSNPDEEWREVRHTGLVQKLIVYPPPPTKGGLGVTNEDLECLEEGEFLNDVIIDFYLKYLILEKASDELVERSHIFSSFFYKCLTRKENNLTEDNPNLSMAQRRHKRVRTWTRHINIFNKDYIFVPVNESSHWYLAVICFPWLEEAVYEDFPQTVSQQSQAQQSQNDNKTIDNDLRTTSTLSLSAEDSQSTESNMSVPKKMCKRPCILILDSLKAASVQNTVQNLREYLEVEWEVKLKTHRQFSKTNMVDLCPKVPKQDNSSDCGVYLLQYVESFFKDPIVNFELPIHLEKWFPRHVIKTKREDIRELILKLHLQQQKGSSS
* = called active by the depositor; x = no result given.

SMILES	SENP1 FRET inh	SENP8 block-1	PfGluPho inh	Apaf-1 inh	NLRP3 yeast inh	SENP8 block-2	HKDC1 inh	SENP6 block	SENP7 inh
CC(C)(C)NC(=O)C(c1cccs1)N(C(=O)c1csnn1)c1ccccc1F (stereo not given)	1	21	-6	-8	16	-6	-2	5	2
O=C(COC(=O)c1ccc2ccccc2n1)NC1CCCCC1	13	-3	4	-5	21	-7	1	-16	7
COc1ccc(NC(=O)C2CCCN(C(=O)c3ccc(Cl)cc3)C2)cc1Cl (stereo not given)	1	5	-2	12	20	-2	5	-2	1
COc1ccc(S(=O)(=O)N(CC(=O)N/N=C/c2ccc(C(=O)O)cc2)Cc2ccccc2)cc1OC	2	7	-23	9	6	-1	3	-10	5
CC(C)c1ccc(C(=O)OCC(=O)c2c(N)n(C)c(=O)n(C)c2=O)cc1	0	3	-6	9	8	5	3	-1	3
Cc1ccc(-n2c(SCc3nnc4n3CCC4)nnc2-c2ccccc2)cc1	1	25	6	-6	7	-6	-1	-11	7
Cc1c(Cl)cnc(NC(=O)CSc2nncs2)c1Cl	0	3	3	-7	7	0	0	9	5
C=CCNC(=O)c1ccc(NC(=O)C2=CSCCO2)cc1	2	4	-11	-9	12	69*	0	73*	77*
O=C(NC1CCCC1)C1c2ccccc2C(=O)N1CCCN1CCOCC1 (stereo not given)	-2	4	-7	-3	1	7	-9	1	2
O=[N+]([O-])c1ccc(CN2C=NS(=O)(=O)c3ccccc32)cc1	2	3	1	2	4	-2	-8	-13	2

Of the compounds above, these have a Cl atom:
SMILES	SENP1 FRET inh	SENP8 block-1	PfGluPho inh	Apaf-1 inh	NLRP3 yeast inh	SENP8 block-2	HKDC1 inh	SENP6 block	SENP7 inh
COc1ccc(NC(=O)C2CCCN(C(=O)c3ccc(Cl)cc3)C2)cc1Cl (stereo not given)	1	5	-2	12	20	-2	5	-2	1
Cc1c(Cl)cnc(NC(=O)CSc2nncs2)c1Cl	0	3	3	-7	7	0	0	9	5

(listing goes on)
SMILES	SENP1 FRET inh	SENP8 block-1	PfGluPho inh	Apaf-1 inh	NLRP3 yeast inh	SENP8 block-2	HKDC1 inh	SENP6 block	SENP7 inh
COc1ccc2c(c1)[nH]c1c(=O)n(CC3CCCO3)cnc12 (stereo not given)	-9	8	2	3	-5	-9	11	13	0
CC1(CO)COC(c2ccccc2)=N1 (stereo not given)	2	23	11	-3	6	-3	-7	4	-1
N#Cc1cc(-c2ccccc2)nnc1Sc1ccc(Cl)cc1	0	16	-3	-10	5	5	-12	-6	4
Cc1c(C(=O)OCC(=O)NCc2ccc3c(c2)OCO3)cccc1[N+](=O)[O-]	4	13	-5	3	17	-7	-8	-2	7
O=C(O)CCc1nc(-c2cccs2)no1	-1	20	-15	0	-1	2	-1	3	5
C1CCCCCC(=NNc2nn[nH]n2)CCCCC1	2	13	-13	-1	14	-15	3	-14	-13
O=C(N=C1SC2CS(=O)(=O)CC2N1c1cccc(F)c1)C1CC1 (stereo not given)	3	15	-1	8	14	-8	-3	4	-8
CCc1c(C)nc2nc(SCc3ccccc3Cl)[nH]n2c1=O	3	21	-4	1	0	-14	0	-6	-1
Cc1nnc(SCc2ccccn2)n(N)c1=O	-1	4	-12	2	7	-7	-7	-19	-6
Fc1ccccc1/C=N/n1c(COc2ccccc2)n[nH]c1=S	1	21	25	12	16	-4	-1	-8	-4

Compound profiles (already shown). Order of screens: SENP1 FRET inh | SENP8 block-1 | PfGluPho inh | Apaf-1 inh | NLRP3 yeast inh | SENP8 block-2 | HKDC1 inh | SENP6 block | SENP7 inh
O=C(O)CCc1nc(-c2cccs2)no1 across the screens: -1 | 20 | -15 | 0 | -1 | 2 | -1 | 3 | 5
O=C(N=C1SC2CS(=O)(=O)CC2N1c1cccc(F)c1)C1CC1 (stereo not given) across the screens: 3 | 15 | -1 | 8 | 14 | -8 | -3 | 4 | -8
CC1(CO)COC(c2ccccc2)=N1 (stereo not given) across the screens: 2 | 23 | 11 | -3 | 6 | -3 | -7 | 4 | -1

(more compounds)
SMILES	SENP1 FRET inh	SENP8 block-1	PfGluPho inh	Apaf-1 inh	NLRP3 yeast inh	SENP8 block-2	HKDC1 inh	SENP6 block	SENP7 inh
CCc1nnc(NC(=O)c2cccc(C(=O)Nc3nnc(CC)s3)n2)s1	-1	16	7	x	x	x	7	x	x
O=C(O)CCC(C(=O)O)n1c(O)c(C2=c3ccccc3=NC2=O)sc1=S (stereo not given)	0	6	10	-3	18	-4	10	-24	-3
CCC(=O)Oc1ccc(C/C(=N\O)c2ccc(O)cc2O)o1	-6	14	8	-14	21	-7	1	-9	-2
CC1(C)CCN(Cc2ccccc2)C1CC#N (stereo not given)	2	8	-5	-2	4	-3	8	-17	-2
COc1ccc(N=Cc2cc3c(cc2O)OC(N)=C(C#N)C3c2ccccc2)cc1 (stereo not given)	-23	-58	2	9	10	6	-7	18	1
O=C(C1CCN(C2CC(=O)N(c3cccc(Cl)c3)C2=O)CC1)N1CCCC1 (stereo not given)	1	10	5	4	34	-10	-6	-26	-8
CSc1sc(-c2ccnc(SCC(=O)C(C)(C)C)n2)c2c1C(=O)CC(C)(C)C2	-23	-45	8	-6	14	-1	-1	-6	-5
C/C(=N\NC(=O)c1cccc([N+](=O)[O-])c1)c1ccncc1	2	3	-4	-17	21	2	-1	0	1
Cc1[nH]c2ccc(C(=O)N3CCN(c4ccccc4Cl)CC3)cc2c1C	-1	-7	2	15	8	3	1	-5	2
CCN(CC(=O)NCc1ccco1)S(=O)(=O)c1ccc(F)cc1	2	15	3	2	22	3	-5	19	1
CC(C)NC(=O)CC(=O)N/N=C/c1ccc(Br)cc1	1	13	-18	-7	2	3	-7	-50	-1
COCCOC(=O)C1=C(C)OC(N)=C(C#N)C1c1cc2cccc(C)c2nc1Cl (stereo not given)	-6	-41	6	4	14	4	1	-13	3
O=C(NCC(c1ccco1)N1CCCC1)c1cc2cc(Cl)ccc2o1 (stereo not given)	-4	2	-4	12	11	1	-7	0	-2
Nc1c2nc(-c3ccccc3Cl)[nH]c(=O)c2nc(=O)n1-c1ccccc1	0	-171	-14	11	5	6	-2	2	0
CC1C/C(=N\NC(=S)NC(C)C)CC(C)(C)C1 (stereo not given)	1	16	12	4	22	-7	4	-6	6
O=S(=O)(NC1CCN(Cc2ccccc2)CC1)c1cccc2cccnc12	-4	4	-12	2	-13	-6	-3	-6	-7
CC(C)c1ccc(CN2CCC(Oc3ccc(C(=O)N4CCCC4)cc3)CC2)cc1	1	5	0	18	23	-6	-3	-9	19
O=[N+]([O-])c1cnn2cc(Br)cnc12	0	21	-5	-11	17	1	-9	-3	-4
CCOc1ccc(NC(=O)CN(C)C(=O)Cc2n[nH]c(=O)c3ccccc23)cc1OCC	1	9	15	-7	23	-4	7	7	8
C/C(=N\NC(=O)c1cc(C)nc2ccccc12)c1cccs1	1	21	-8	-7	8	-3	-5	-4	-1
O=C(CNC(=O)c1ccco1)OCC(=O)c1ccc([N+](=O)[O-])cc1	1	6	63*	2	-11	-5	-1	-2	-3
CN1CCN(NC(=O)CN(C)S(=O)(=O)c2cc(Cl)ccc2Cl)CC1	3	2	-6	4	15	5	-15	1	9
CCN(CC(=O)Nc1c(F)cccc1F)C(=O)/C=C/c1ccc(Br)s1	3	0	-6	-2	24	-12	-5	-8	4
Cc1cccc(N2CCN(C(=O)c3cc(S(=O)(=O)N4CCOCC4)cn3C)CC2)c1C	4	8	6	2	17	16	2	2	1
Cc1ccc(C(=O)Cn2c3[n+](c4ccccc42)CC(O)CS3)cc1 (stereo not given)	-1	16	1	-2	-6	8	-6	-6	4
CC(C)(C)c1ccc(C(=O)Nc2nnc(C3=COCCO3)o2)cc1	3	-2	-6	-3	16	0	1	-2	1
O=S(=O)(Nc1nnc(C2CC2)s1)c1ccccc1	-1	6	1	-1	25	-3	2	-19	-6
O=C(c1ccco1)N1CCN(C(=O)c2ccccc2OCc2ccc(Cl)cc2)CC1	2	15	-3	28	19	-13	-5	-12	11
CC1(C)CC(=O)C(C(c2ccc(F)cc2)C2C(=O)CC(C)(C)CC2=O)C(=O)C1	1	8	-19	6	1	-6	-2	-15	-4
CCCCNc1oc(-c2ccc(OC)cc2)nc1S(=O)(=O)c1ccccc1	1	0	4	-8	13	4	-7	7	9
Nc1c(C(=O)N/N=C/c2cccnc2)oc2nc(-c3ccco3)cc(-c3ccco3)c12	-43	-487	22	-12	15	3	2	-42	1
COC(=O)c1ccccc1NS(=O)(=O)c1ccc2c(c1)oc(=O)n2C	4	10	-9	9	30	-4	-4	3	0
O=C(O)c1cc2cc(S(=O)(=O)O)ccc2cc1O	4	-38	-20	x	x	x	-4	x	x
O=C(NCCN1CCOCC1)c1cc(Sc2ccc(F)cc2F)nc2ccccc12	3	-4	3	-18	15	3	-4	-2	2
CN(C(=O)Cc1csc(-c2ccccc2)n1)c1c(N)n(Cc2ccccc2)c(=O)[nH]c1=O	-3	4	5	1	18	8	-1	-8	6
Cc1nn(C)cc1/C=N/NC(=S)Nc1ccccc1	-1	7	48	-7	7	-9	-21	-2	-4
CC(=O)Nc1ccc(N2CCCC2)cc1	5	26	32	8	5	4	-4	-8	8
CC1CC1C(=O)Nc1nc(-c2ccccc2)cs1 (stereo not given)	1	11	5	8	23	-10	-2	9	3
O=C1C(=O)N(Cc2cccnc2)C(c2cccc([N+](=O)[O-])c2)/C1=C(\O)c1ccc2c(c1)OCCO2 (stereo not given)	-1	7	-15	-12	-4	8	-5	11	0
Cc1ccc2oc(-c3cccc(NC(=O)c4ccc(Br)o4)c3)nc2c1	-1	-133	-3	11	15	-11	0	-10	-5
CCOC(=O)C1=C(c2ccccc2)NC(=O)N(C(C)=O)C1c1cccc([N+](=O)[O-])c1 (stereo not given)	-1	14	1	17	7	-2	0	-15	4
Cc1cccc(N2CCN(C(=O)CSc3ccc4c(c3)OCCO4)CC2)c1C	1	5	11	12	16	-3	-2	-22	8
O=c1[nH]c(SCCOc2ccccc2)nc2ccccc12	1	8	-9	-8	7	-3	-10	1	6
Fc1ccc(CSc2ccc(-c3ccc4c(c3)OCO4)nn2)cc1	0	3	0	-18	-3	-12	-12	12	4
Cc1cccc(NC(=O)COC(=O)c2cc(C)oc2C)c1	1	10	-4	-3	31	-3	-10	-8	-9
Cc1ccc2nc(-c3ccccc3)c(CC(=O)O)c(C(=O)O)c2c1	-13	-6	14	-2	19	-4	-10	-20	-2
CN1CCN(c2ccc(S(=O)(=O)N3CCCCC3)cc2NC(=O)c2ccc(F)cc2F)CC1	2	11	10	6	11	4	-7	16	-1
COc1cccc(C(=O)NN2CC(O)=C(c3nc4ccccc4s3)C2=N)c1	-14	-16	-13	10	4	-11	-8	-30	-14
NC(=O)c1c(NC(=O)c2ccccc2)sc2c1CCN(Cc1ccccc1)C2	-30	-402	-12	9	18	2	-1	-8	0
Cc1nn(CC(C)C)c2sc(C(=O)NC3CC(C)(C)NC(C)(C)C3)cc12	-4	6	-14	-4	9	-1	4	5	1
Cc1ccc(Cc2cnc(NC(=O)CN3CCOCC3)s2)cc1Cl	1	5	6	-3	29	5	-14	4	7
Cc1ccc(N(Cc2cc3ccccc3[nH]c2=O)S(C)(=O)=O)cc1	0	-28	12	9	18	8	-11	-1	0
COc1ccc(-n2c3c(cc(C(=O)Nc4cccc(C)n4)c2=O)C(=O)CC(C)(C)C3)cc1	-3	-87	19	-2	4	2	-5	4	-3
